Vif inh = inhibitors of HIV Vif; HEK293T cells, Vif self-association by quenched fluorescence, imaging, 24 h; inhibition, % at 7.49 µM; 340,000 tested, 0.35% active; AID 602346; in the data active = inhibition above about 50%, passing the limit was not always enough; note: some results filed as inactive read as strong as hits
NR5A2 inv ag = suppresses constitutive activity of human LRH-1 | 360,000 tested, 0.13% active | HEK293T StAR-luciferase reporter, LRH-1 transfected, 24 h | O00482 | AID 602396 | inhibition, % at 3.6 µM;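 active = inhibition above the mean inhibition of all tested compounds plus 3 SD, cut at about 73% in these data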;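 note: 0% = DMSO wells and 100% = reporter-only cells lacking LRH-1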
TROY NFkB inh = blocks TROY-dependent signaling in reporter cells; Q293 LMP1-TROYcd NF-kB luciferase reporter, 4 h; 360,000 tested, 0.98% active; inhibition, % at 10 µM; AID 1347056;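 active = compounds whose plate-normalised and pattern-corrected inhibition of the luciferase reporter signal at the single screening dose is 50% or more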
LMP1 NFkB inh = Epstein-Barr LMP1 NF-kappaB reporter inhibition. 350,000 tested, 0.69% active. AID 504558. LMP1-induced NF-kappaB luciferase reporter cells, luminescence. inhibition, % at 12.5 µM; in the data active = inhibition above about 41%;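 note: 0% = neutral control wells and 100% = reference inhibitor control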
SRC2 inh = inhibits human steroid receptor coactivator 2 | Q15596 | 370,000 tested, 0.17% active | inhibition, % at 9 µM | HEK293 GAL4-SRC2 luciferase reporter, luminescence;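 active = inhibition above the mean inhibition of all tested compounds plus 3 SD, set per campaign, cut at about 52% in these data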;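 note: 0% = DMSO treated cells and 100% = cells given Gossypol at 36 µM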
NOD2-RIPK2 inh = NOD2-RIPK2 protein interaction inhibition; CHO BLA complementation NOD2-RIPK2, CCF4 ratio; inhibition, % at 4.98 µM; 360,000 tested, 0.38% active; AID 624267; in the data active = inhibition above about 21%;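 note: 0% = vehicle only and 100% = reference blocker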
SRC1 inh = human NCOA1 inhibition | inhibition, % at 3.6 µM | HEK293 GAL4-SRC1 luciferase reporter, luminescence | 360,000 tested, 0.12% active | Q15788;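 active = inhibition above the campaign mean plus 3 SD, with each screening campaign given its own cutoff, cut at about 60% in these data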;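 note: 0% = DMSO treated cells and 100% = gossypol at 36 µM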
Target sequence (Q15788 whole entry, looked up, the tested form may be a part): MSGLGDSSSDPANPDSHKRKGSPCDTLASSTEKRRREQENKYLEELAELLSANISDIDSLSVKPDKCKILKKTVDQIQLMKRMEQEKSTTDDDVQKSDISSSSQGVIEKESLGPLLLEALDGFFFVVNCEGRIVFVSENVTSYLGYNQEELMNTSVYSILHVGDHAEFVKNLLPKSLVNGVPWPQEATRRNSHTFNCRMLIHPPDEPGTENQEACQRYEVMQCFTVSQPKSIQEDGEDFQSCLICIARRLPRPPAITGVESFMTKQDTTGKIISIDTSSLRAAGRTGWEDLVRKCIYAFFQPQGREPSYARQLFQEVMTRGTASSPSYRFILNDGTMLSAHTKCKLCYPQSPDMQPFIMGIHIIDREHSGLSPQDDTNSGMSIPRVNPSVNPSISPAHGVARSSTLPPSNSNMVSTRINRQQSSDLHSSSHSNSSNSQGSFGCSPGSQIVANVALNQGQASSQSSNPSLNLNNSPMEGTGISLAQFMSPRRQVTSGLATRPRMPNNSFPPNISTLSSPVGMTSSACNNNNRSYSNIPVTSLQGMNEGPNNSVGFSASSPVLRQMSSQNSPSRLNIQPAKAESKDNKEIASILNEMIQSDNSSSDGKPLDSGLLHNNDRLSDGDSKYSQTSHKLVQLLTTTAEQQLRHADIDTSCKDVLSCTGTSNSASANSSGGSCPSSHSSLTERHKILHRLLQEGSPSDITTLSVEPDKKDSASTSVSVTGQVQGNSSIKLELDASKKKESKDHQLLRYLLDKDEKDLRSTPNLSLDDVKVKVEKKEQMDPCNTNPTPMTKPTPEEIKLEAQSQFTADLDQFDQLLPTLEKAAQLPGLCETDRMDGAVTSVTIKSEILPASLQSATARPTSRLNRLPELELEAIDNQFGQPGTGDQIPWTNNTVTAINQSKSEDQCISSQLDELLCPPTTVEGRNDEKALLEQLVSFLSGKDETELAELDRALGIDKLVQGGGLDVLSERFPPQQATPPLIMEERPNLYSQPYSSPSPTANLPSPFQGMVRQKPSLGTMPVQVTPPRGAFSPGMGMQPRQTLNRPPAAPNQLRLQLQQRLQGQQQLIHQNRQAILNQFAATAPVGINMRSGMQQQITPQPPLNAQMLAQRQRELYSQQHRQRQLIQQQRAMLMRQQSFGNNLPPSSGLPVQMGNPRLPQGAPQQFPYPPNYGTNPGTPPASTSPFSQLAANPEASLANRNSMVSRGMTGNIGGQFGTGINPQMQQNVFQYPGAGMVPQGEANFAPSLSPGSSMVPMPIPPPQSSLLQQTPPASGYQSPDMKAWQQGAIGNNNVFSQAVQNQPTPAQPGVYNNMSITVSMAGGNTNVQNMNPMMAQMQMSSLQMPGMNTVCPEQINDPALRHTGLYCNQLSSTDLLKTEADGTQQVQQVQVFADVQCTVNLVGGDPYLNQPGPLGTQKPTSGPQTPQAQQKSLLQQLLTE
C8 TRAIL sens = sensitizes caspase-8 expressing cells to TRAIL. NB7+C8 cells + TRAIL, ATPlite viability luminescence. 360,000 tested, 1% active. inhibition (viability loss, TRAIL sensitization), % at 10 µM;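 active = compounds causing at least 50% loss of cell viability in the single-dose screen, relative to plate controls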
COUP-TFII inh = blocks human COUP-TFII nuclear receptor | P24468 | HEK293T NGFI-A luciferase reporter, luminescence | inhibition, % at 8.6 µM | 370,000 tested, 0.7% active;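 active = inhibition above a per-plate cutoff, mean inhibition of test wells between control levels plus 3 SD, cut at about 38% in these data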;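 note: cells cotransfected with COUP-TFII expression vector driving the NGFI-A reporter; 0% = median of COUP-TF2 test wells and 100% = reporter-only cells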
NCOA3 inh = inhibits human SRC3 coactivator; AID 588352; 360,000 tested, 0.17% active; inhibition, % at 3.6 µM; HEK293 GAL4-SRC3 luciferase reporter, luminescence;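 active = inhibition above a per-campaign cutoff, the mean of all compounds plus 3 SD, cut at about 60% in these data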;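 note: 0% = DMSO-treated cells and 100% = gossypol-treated cells at 36 µM; higher means less SRC3-driven luciferase light from the GAL4 reporter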
TLR9-MyD88 inh = blocks human TLR9 binding to MyD88. CHO BLA complementation TLR9-MyD88, CCF4 FRET ratio. inhibition, % at 4.98 µM. 340,000 tested, 0.21% active. AID 504734;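 active = inhibition above the mean over all tested compounds plus 3 SD, cut at about 21% in these data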;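 note: 0% = DMSO only wells and 100% = clavulanate BLA inhibitor control wells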
The depositor's hits bear a star; x = no result given.

Start of the listing, in advance, two compounds:
Below each SMILES – Vif inh, NR5A2 inv ag, TROY NFkB inh, LMP1 NFkB inh, SRC2 inh, NOD2-RIPK2 inh, SRC1 inh, C8 TRAIL sens, COUP-TFII inh, NCOA3 inh, TLR9-MyD88 inh
Cc1csc(SCC(=O)NC2CCC(C)CC2)n1 (stereo not drawn)
    3, -29, -14, -6, 4, 0, -12, 3, -25, -3, 1
CCn1nc(C)c(/C=N/NC(=O)Cn2nc(C)cc2C)c1C
    -1, -8, -2, 1, -9, -12, -8, 0, 4, 1, -8

The list itself, previewed entries included:
Below each SMILES – Vif inh, NR5A2 inv ag, TROY NFkB inh, LMP1 NFkB inh, SRC2 inh, NOD2-RIPK2 inh, SRC1 inh, C8 TRAIL sens, COUP-TFII inh, NCOA3 inh, TLR9-MyD88 inh
Cc1csc(SCC(=O)NC2CCC(C)CC2)n1 (stereo not drawn)
    3, -29, -14, -6, 4, 0, -12, 3, -25, -3, 1
CCn1nc(C)c(/C=N/NC(=O)Cn2nc(C)cc2C)c1C
    -1, -8, -2, 1, -9, -12, -8, 0, 4, 1, -8
CC(C)C(=O)Nc1ccc(NC(=O)c2cc3ccccc3o2)cc1
    -10, -63, -37, -4, -89, -2, -33, -1, -22, -24, 0
COc1cccc(CN(C)C(=O)C2CC(=O)N(c3ccc4c(c3)OCCO4)C2)c1 (stereo not drawn)
    9, -11, 13, -6, 5, 6, -5, 22, -3, -1, -1
CN(C)c1nc(N)nc(-c2nc3ccccc3s2)n1
    3, -84, -5, -6, -22, -9, -102, 25, -26, -64, -1
Oc1ccc(-c2csc(Nc3ccccn3)n2)cc1O
    20, -177, 13, 6, -51, 11, -159, 36, -55, -142, -11
Cc1ccc(OCC(=O)NNC(=S)NC(=O)C2CC2)c(C)c1
    -2, 10, 16, 7, -32, -2, -14, -4, -16, -17, -16
Cc1ccc(C(=O)Nc2ccc3c(c2)ncn3C)cc1
    20, -169, -25, -5, -82, -4, -100, 27, -33, -90, -11
CCOC(=O)c1cc(S(=O)(=O)N2CCN(C3CCCCC3)CC2)cn1C
    -6, -6, -22, 7, -2, -1, 14, 1, 6, 12, 0
Cc1ccc(NC(=O)COC(=O)CCc2ccc(S(=O)(=O)N3CCOCC3)cc2)cc1F
    3, 0, 4, 3, 9, 17, -8, -3, -18, 17, 2

The list continues:
Below each SMILES – Vif inh, NR5A2 inv ag, TROY NFkB inh, LMP1 NFkB inh, SRC2 inh, NOD2-RIPK2 inh, SRC1 inh, C8 TRAIL sens, COUP-TFII inh, NCOA3 inh, TLR9-MyD88 inh
O=[N+]([O-])c1nn(-c2ccc3c(c2)OCCO3)n(O)c1=NCc1ccc(F)cc1
    -2, -21, 9, -3, -48, -12, -32, 4, -27, -13, 11
O=C1NCC(c2ccccc2)(c2ccccc2)C(=O)N1
    0, -17, 8, 7, 1, -2, -18, -6, 15, 1, 0
CCOC(=O)c1c(S(=O)(=O)NCC(=O)Nc2cccc(F)c2)c(C)n(C)c1C
    -2, -11, -8, x, 19, 1, 10, -7, 3, -10, 8
O=C(CN1C(=O)c2ccccc2S1(=O)=O)Nc1ncc(Cl)cc1Cl
    27, -5, 55*, 41*, 16, 7, -15, 9, 6, 4, -2
COc1ccccc1/C=N\Nc1cc(C)nc(-n2nc(C)cc2C)n1
    -7, -1, -3, 20, 10, 2, 11, 42, 5, 20, -7
O=C(CN1C(=O)NC2(CCc3ccccc32)C1=O)c1ccc(Br)cc1 (stereo not drawn)
    5, -4, 13, 4, -10, 11, 0, 2, 12, 16, -4
COc1ccc(NC(=O)C(=O)NCc2ccncc2)c(OC)c1
    4, -5, -7, -4, -9, -3, 5, -11, 6, 12, 9
CC(=O)c1cccc(NC(=O)NNC(=O)c2ccc3ccccc3c2)c1
    x, -14, -45, 0, -15, -1, 2, 1, -18, -34, -5
C=CCn1c(CCNC(=O)C(C)(C)C)nc2ccccc21
    1, -23, -31, -13, -11, -11, -11, 6, 16, 4, -6
COc1ccccc1NC(=O)CSc1nccc(-c2ccco2)n1
    -7, 11, -4, 3, 25, -6, -2, 3, -2, -8, -10

Next entries follow:
Below each SMILES – Vif inh, NR5A2 inv ag, TROY NFkB inh, LMP1 NFkB inh, SRC2 inh, NOD2-RIPK2 inh, SRC1 inh, C8 TRAIL sens, COUP-TFII inh, NCOA3 inh, TLR9-MyD88 inh
CC(C)(C)NC(=O)NC(=O)COC(=O)Cn1c(C(F)(F)F)nc2ccccc21
    8, -15, -7, 0, -10, 3, 6, 0, 7, 3, 5
Cc1ccc(NC(=S)NC2CCCC2)cc1
    1, -65, -62, -19, -35, 8, -58, -16, -13, -37, 5
CCOC(=O)N1CCN(C(=O)C(C)N(c2ccccc2)S(C)(=O)=O)CC1 (stereo not drawn)
    3, -8, -4, -2, -9, -10, 1, 7, -9, 14, -2
CCN(CC)C(=O)CSc1nc2ccccc2o1
    -4, -78, -32, -6, -49, -5, -61, 1, -27, -31, 3
Cc1cccc(-c2oc3ccc(-c4ccc5c(c4)OCO5)cc3c2/C=C/c2ccc(N)cc2)c1
    -3, 7, -19, -10, x, -7, -2, 23, x, -16, 9
CCOC(=O)C1CCCN(C(=O)c2ccc(CS(=O)(=O)c3ccc(Br)cc3)o2)C1 (stereo not drawn)
    -2, 10, -3, -3, -35, -7, -7, 2, 13, 7, -5
Cc1cccc(NC(=O)c2ccc(S(=O)(=O)NCc3cccnc3)cc2)c1
    5, -2, 7, 5, 10, -4, 12, -7, 14, 6, 2
Cc1c(OC(C(=O)O)c2ccccc2)ccc2c(-c3ccccc3)cc(=O)oc12 (stereo not drawn)
    10, 5, 14, 1, -22, -2, 0, -2, 7, 16, -6
COc1cc(C(=O)NCC(=O)OCc2ccccc2Cl)cc(OC)c1OC
    -5, -16, 17, -17, -1, -4, 3, -4, 1, 17, -5
O=C(Nc1cccn2ncnc12)c1ccccc1
    -6, -22, -8, 14, -35, 1, 6, -5, 1, 15, 6

Carrying on:
Below each SMILES – Vif inh, NR5A2 inv ag, TROY NFkB inh, LMP1 NFkB inh, SRC2 inh, NOD2-RIPK2 inh, SRC1 inh, C8 TRAIL sens, COUP-TFII inh, NCOA3 inh, TLR9-MyD88 inh
O=C(Nc1ccc2c3c(cccc13)CC2)c1ccc(Br)o1
    2, -80, -9, -16, -46, -2, -35, -12, -16, -44, -2
CCOC(=O)N1CCC(NCCNC(=O)c2cccc(F)c2)CC1
    -4, -14, -1, 0, -4, -5, -15, -3, -7, 4, -3
CC(C)CNC(C)C(=O)Nc1ccc(S(N)(=O)=O)cc1 (stereo not drawn)
    9, -17, -23, 5, 5, -16, -6, -3, -2, -2, -8
Fc1ccc(CNCCC(Cc2ccccc2)c2ccco2)cc1 (stereo not drawn)
    4, 4, -20, -11, -10, 3, 5, -7, -20, 3, -7
CCc1ccccc1N(C)S(=O)(=O)c1ccc2[nH]cc(C(=O)N3CCc4ccccc43)c(=O)c2c1
    -2, -13, 23, -16, 28, 7, 10, -10, 6, -4, 2
O=C(CN1CCOCC1)Nc1c(-c2ccccc2)c2cc(Br)ccc2[nH]c1=O
    13, 8, -1, -5, -19, -8, 6, 10, -5, -14, -1
O=C(N/N=C/C1CC=CCC1)c1cc(Br)ccc1O (stereo not drawn)
    0, 3, -32, 0, -16, -13, -19, 0, 7, 11, -8
CN(C(=O)Cn1cc([N+](=O)[O-])ccc1=O)C1CCCCC1
    5, 0, 2, -4, 13, -12, 5, 7, 10, 17, -2
Cc1nn(C)c(Cl)c1CN1CCCC(C(=O)Nc2cccc(-n3cccn3)c2)C1 (stereo not drawn)
    -14, 3, -4, 4, 14, -10, -8, -7, 29, -6, -12
CC1CCCCN1S(=O)(=O)c1ccc(C(=O)Nc2nnc(-c3ccccc3Cl)o2)cc1 (stereo not drawn)
    -7, -13, 2, 24, 8, 0, -17, 15, 10, 4, -9

The list goes on:
Below each SMILES – Vif inh, NR5A2 inv ag, TROY NFkB inh, LMP1 NFkB inh, SRC2 inh, NOD2-RIPK2 inh, SRC1 inh, C8 TRAIL sens, COUP-TFII inh, NCOA3 inh, TLR9-MyD88 inh
N[C@@H](Cc1ccc(O)cc1)c1nnc([C@H](CC(=O)O)NC(=O)C2CCNCC2)o1
    -3, 1, 3, -4, 8, 7, 6, 16, -9, -1, -9
Cc1cc(=O)oc2cc(OCC(=O)NC3CC(C)(C)NC(C)(C)C3)ccc12
    -7, 20, -14, -4, 2, 1, -17, -9, 2, -9, 5
C[C@@H]1CN([C@H](C)CO)C(=O)CCCn2nncc2CO[C@H]1CN(C)S(=O)(=O)c1cccc(F)c1
    -1, 14, 8, -5, 0, 5, -9, -4, 9, -1, 5
COc1ccc(CCNC(=O)CNS(=O)(=O)c2ccc(F)c(Cl)c2)cc1OC
    -2, 9, 6, -7, -2, 10, 1, -5, 22, 7, 6
O=C(/C=C/c1ccccc1)N1CCCN(C(=O)/C=C/c2ccccc2)CC1
    -2, -13, 6, -1, 4, -2, -31, -5, -9, 17, -3
Cc1noc(C)c1S(=O)(=O)N(CCc1ccccc1)Cc1ccccc1
    8, 10, -25, -27, -6, 3, 3, 4, 8, 24, -14
CCc1nc(SCC(=O)N2CCOCC2)c2c(=O)n(C)c(=O)n(C)c2n1
    -10, 15, -6, -19, -7, -1, -6, -4, -16, 1, -5
COc1cc(C(=O)NNC(=O)Cc2cccs2)cc(OC)c1OC
    10, 7, 9, -3, -20, -1, -10, -6, 15, -6, -5
CCN(CC)c1ccc(C2C(C(=O)OC)=C(C)NC(C)=C2C(=O)OC)cc1
    9, 9, 5, -2, -5, -6, -10, 3, -13, -2, -8
Cc1ccc(NS(=O)(=O)c2cc([N+](=O)[O-])ccc2NNC(=S)Nc2cc(C)ccc2C)c(C)c1
    -15, 6, 53*, 16, 17, 7, 19, 43, 9, 23, -6
c1ccc(N2CCN(c3ccc4nncn4n3)CC2)nc1
    15, -27, 6, 3, -2, -6, 1, -1, 6, 3, -2
CC12COC3(C(=O)Nc4ccc([N+](=O)[O-])cc4)CC1CCC32C (stereo not drawn)
    -6, -10, 5, 2, -25, -3, -4, 0, -10, 4, 0
COC(=O)c1sccc1Oc1c(Cl)cccc1[N+](=O)[O-]
    0, -7, -6, -9, -16, -9, 5, 11, 9, 15, x

Compound profiles, from the list above. Screens in order: Vif inh | NR5A2 inv ag | TROY NFkB inh | LMP1 NFkB inh | SRC2 inh | NOD2-RIPK2 inh | SRC1 inh | C8 TRAIL sens | COUP-TFII inh | NCOA3 inh | TLR9-MyD88 inh
Profile of CCOC(=O)c1c(S(=O)(=O)NCC(=O)Nc2cccc(F)c2)c(C)n(C)c1C → -2 | -11 | -8 | x | 19 | 1 | 10 | -7 | 3 | -10 | 8
Profile of CCOC(=O)N1CCC(NCCNC(=O)c2cccc(F)c2)CC1 → -4 | -14 | -1 | 0 | -4 | -5 | -15 | -3 | -7 | 4 | -3
Profile of O=C(CN1CCOCC1)Nc1c(-c2ccccc2)c2cc(Br)ccc2[nH]c1=O → 13 | 8 | -1 | -5 | -19 | -8 | 6 | 10 | -5 | -14 | -1
Profile of CC(C)(C)NC(=O)NC(=O)COC(=O)Cn1c(C(F)(F)F)nc2ccccc21 → 8 | -15 | -7 | 0 | -10 | 3 | 6 | 0 | 7 | 3 | 5

Not all compounds are listed (hit frequency here may not be typical).
